Source: PubChem BioAssay
RMI-FANCM inh: disruptors of RMI1/RMI2 association with MM2 peptide – biochemical, fluorescence polarization, human, primary screen. RMI core complex (RMI1/RMI2) binding to FANCM MM2 peptide, human. RMI core complex with F-MM2 peptide; active compounds read low. FP signal (polarization) at 33 µM. 70,000 compounds, 0.58% hits; in the data active means FP signal below about 40; further: inactives centre near 61; strong numbers were not always called active; unit not given here
The depositor's hits bear a star; & = joins results of further samples.

RMI-FANCM inh,canonical_smiles
71,CC(C)C(=O)N1CCc2ccc(NS(=O)(=O)C3CCCCC3)cc2C1
64,CC(=O)Nn1cnc2c(cnn2C(C)(C)C)c1=O
55,COC(=O)c1sc2ccccc2c1OC(=O)c1c(-c2c(Cl)cccc2Cl)noc1C
60,CC1(C)O[C@@H]2[C@@H](CO[C@@]3(COS(N)(=O)=O)OC(C)(C)O[C@@H]23)O1
64,CS(=O)(=NS(=O)(=O)c1cc(S(=O)(=O)c2ccccc2)cs1)c1ccc(Cl)cc1 (stereo not drawn)
57,Cc1ccc(SCc2nc3ccccn3c2Cl)cc1
68,CCOc1cc(C)c(C(C)C)cc1S(=O)(=O)n1cccn1
53,CCOC(=O)c1ccccc1Nc1nnc(C(C)(C)C)c(=O)[nH]1
60,Cc1oc(-c2ccc(Cl)cc2)nc1CSc1nc(C(F)(F)F)cc(=O)[nH]1
66,CCOC(=O)c1sc(NC(=O)CSc2cc(C)c3ccc(OC)cc3n2)c(C(=O)OCC)c1C
56,COc1c(Cl)cccc1-c1cn2ccc(C)cc2n1
53,Cc1ccn2c(C(=O)NN)c(C)nc2c1
65,CN1CCOc2ccc(NC(=O)COc3ccc4ccccc4c3)cc2C1=O
76,CC(=O)N1CCc2ccc(NC(=O)C(C)(C)C)cc2C1
84,O=S(=O)(c1cccs1)N1CCC(c2nc(-c3ccccc3Cl)no2)CC1
118,CCCC(=O)Nc1ccc2c(c1)CN(C(C)=O)CC2
65,Cc1cc(S(=O)(=O)N2CCN(c3ccc4nnc(C5CC5)n4n3)CC2)ccc1F
60,COc1ccc(C2C(C(=O)Nc3cccnc3)=C(C)Nc3nc(-c4ccc(O)cc4)nn32)cc1OC (stereo not drawn)
-9,O=c1[nH]c2c(s1)C1c3ccccc3OCC1CS2 (stereo not drawn)
67,CN(C)S(=O)(=O)c1ccc(-c2nnc(NC(=O)Cc3ccc4c(c3)OCO4)o2)cc1
53,COc1ccc(Nc2nc(Nc3ccc(C)cc3)nc(N3CCOCC3)n2)c(OC)c1
65,Cc1nnc(NC(=O)CCCOc2ccc(C(C)(C)C)cc2)s1
59,Cc1nc2ccc(N=Cc3cccc4ccccc34)cc2s1
62,COc1ccc(NC(=O)CN2CCC(C)CC2)cc1
60,O=C(O)c1nccnc1C(=O)Nc1ccc(S(=O)(=O)N2CCOCC2)cc1
52,CN(C)/C=C\c1ccnc(-c2cc(/C=C\N(C)C)ccn2)c1
62,COc1ccccc1-c1nnc(C2CCN(C(=O)Nc3ccc4c(c3)OCO4)CC2)s1
72,CCOc1ccc(-c2ccc(=O)n(CCCC(=O)Nc3ccc(C(C)=O)cc3)n2)cc1
60,Cc1cc(NC(=O)Nc2scc(S(=O)(=O)c3ccc(Cl)cc3)c2C)on1
55,CC(O)C(Nc1ccccc1CC(=O)OC(C)(C)C)C(=O)O (stereo not drawn)
60,O=C(CSc1nnc(NC(=O)c2cc(Cl)ccc2Cl)s1)Nc1ccc(OC(F)(F)F)cc1
71,O=C(COc1ccccc1F)NCCc1ccc(N2CCCC2)cc1
61,COC(=O)c1c(-c2c(Cl)cccc2Cl)noc1C(=O)NOC(=O)c1ccco1
63,CC(C)OCc1ccc(C(=O)Nc2nccs2)o1
53,N#Cc1cnn(S(=O)(=O)c2ccc(Cl)cc2)c1C1CC1
63,FC(F)(F)c1cccc(N2CCNC2=S)c1
64,C(=Nc1ccccc1-c1nc2ccccc2[nH]1)c1ccco1
59,CC(=O)NC1C(Oc2nc3ccccc3o2)OC(COC(C)=O)C(OC(C)=O)C1OC(C)=O (stereo not drawn)
56,CCOc1cc(Nc2ccc(NC(=O)c3ccc(F)cc3Cl)cc2)nc(C)n1
59,O=C(Nc1nccs1)c1ccc(CSc2ncccn2)cc1
-41*,CN1C(=O)c2cccc(N)c2C1=O
66,O=C(COc1ccc2c(c1)OCO2)NCCCn1nc(-c2ccc(Cl)cc2)ccc1=O
53,O=C1Cc2cc(NS(=O)(=O)c3ccc(Cl)s3)ccc2N1
58,O=C(Nc1nc(-c2ccc(Br)cc2)cs1)c1ccc(Oc2ccc(C(=O)Nc3nc(-c4ccc(Br)cc4)cs3)cc2)cc1
65,O=C(N/N=C\c1ccccc1)/C(=C/c1ccccc1)NC(=O)c1ccccc1
51,COc1cc2c(cc1OC)C(/C=C1\SC(C(C)=O)=NN1c1ccc(C)cc1)=NCC2
55,NC(=O)CSc1ncc(CO)n1Cc1ccc(Cl)cc1
61,COc1ccc(N2CCN(CCNC(=O)C(=O)NCc3cccs3)CC2)cc1
56&52,O=[N+]([O-])c1ccc2c(c1)CCN2C(=S)NC1CC2CC1C1C=CCC21 (stereo not drawn)
63,O=C(CCc1csc2nc(-c3ccccc3)cn12)NC1CCCCC1

Later entries.
RMI-FANCM inh,canonical_smiles
61,N#C/C(=C\c1ccc2c(c1)OCO2)C(N)=O
118,Cc1ccc(C)c(S(=O)(=O)NC(C)C(=O)Nc2ccc(-c3nc4ccccc4s3)cc2)c1 (stereo not drawn)
61,CCOC(=O)C1=C(C)NC2=C(C(=O)c3ccccc32)C1c1ccc([N+](=O)[O-])cc1 (stereo not drawn)
55,CN(C)/C=N/NC(=O)c1ccccc1Cl
68,O=C(N/N=C\c1c(O)ccc2ccccc12)c1cc(-c2cccc([N+](=O)[O-])c2)n[nH]1
62,CC(C)(C)c1ccc(C(=O)NCCOc2ccc(F)cc2)cc1
56,CC1=CC(=O)c2c(O)c(O)c(O)c3c(O)c4c(c1c23)O[C@H](C)C4(C)C
59,NC(=O)Cn1c(=O)n(-c2cccc(Cl)c2)c(=O)c2cc(-c3ccccc3)sc21
69,O=C(Nc1ccc2c(c1)CN(C(=O)C1CC1)CC2)c1ccc(F)cc1Cl
97,O=c1[nH]nc(SCc2nc(-c3ccccc3Cl)no2)n2nc(-c3cccs3)cc12
65,O=C(CCCS(=O)(=O)c1ccc(Cl)cc1)Nc1nnc(-c2ccc(Br)s2)o1
108,COc1ccccc1NC(=O)Cn1c(C2CC2)nc2c(cnn2-c2ccccc2)c1=O
58,Cc1ccc(C)c(CN2CCN(c3nc4c(c(=O)[nH]c(=O)n4C)n3Cc3ccccc3F)CC2)c1
59,Cc1nn(Cc2nnc(SCC(=O)Nc3ccccc3)n2C)c(C)c1[N+](=O)[O-]
75,O=S(=O)(Nc1ccc(F)c(Cl)c1)c1cccc2cccnc12
62,CCOc1ccc(NC(=O)NCCCn2ncccc2=O)cc1
66,Cc1ccc(-n2ncc3c(=O)[nH]c(-n4nc(C)cc4NC(=O)c4cc(=O)c5ccccc5o4)nc32)cc1
73,Nc1nc(SCC(=O)NCCc2ccccc2)n[nH]1
78,C=CCN1C(=O)C(C)(C)COc2ccc(NC(=O)c3cc(Cl)ccc3Cl)cc21
62,COC(=O)c1sccc1NC(=O)c1cc(S(=O)(=O)N(C)C)oc1C
71,CCN1C(=O)c2cc(NC(=O)COc3ccccc3F)ccc2Oc2ccccc21
75,O=S(=O)(Nc1ccc(F)cc1)c1ccccc1F
56,O=c1ccn2c(SCc3ccc(C(F)(F)F)cc3)nnc2[nH]1
69,O=C(NCCOc1ccc2nnc(-c3ccccc3)n2n1)Nc1ccccc1
57,Nn1c(SCc2c(F)cccc2Cl)nncc1=O
75,O=C(COc1ccccc1F)Nc1nc(-c2cc([N+](=O)[O-])cs2)cs1
72,Clc1ccc(-c2cccnc2)nn1
109,Cc1ccc(Cn2nc3n(Cc4ccccc4)c(=O)c4ccc(C(=O)NC(C)C)cc4n3c2=O)cc1
68,O=C(CCc1ccccc1)Nc1nnc(-c2ccc(Br)s2)o1
69,O=C(NCC1(c2cccs2)CCCC1)C(=O)Nc1ccccc1
67,O=C(/C=C/c1ccccc1)Nc1ccc2c(c1)OCCO2
60,Cc1ccc(-n2cc(C(=O)NCc3cccnc3)nn2)cc1
70,O=c1nc2n(c3ccccc13)CC/C2=C/c1ccc(F)cc1
68,C=CCN1C(=O)C(C)(C)COc2ccc(NS(=O)(=O)c3cc(C)c(C)cc3OC)cc21
64,Cc1nn(-c2ccccc2)nc1C(=O)Nc1ccc2c(c1)OCCO2
58,Cc1ccc(NS(C)(=O)=O)cc1N=Cc1cccs1
65,O=C(NC(=S)NCC1CCCO1)c1cccs1 (stereo not drawn)
64,O=c1[nH]nc(SCc2nc(COc3ccc([N+](=O)[O-])cc3)no2)n1Cc1ccco1
58,CCn1c(Nc2cccc(C)c2)nc2ccccc21
92,O=C(CS(=O)(=O)c1ccc(F)cc1)Nc1cccc(-c2nc3ccccc3o2)c1
62,CCSc1nnc(NC(=O)CSc2nnc(CNC(=O)c3ccco3)n2-c2ccccc2)s1
57,Cc1cc(C)n(/N=C\c2ccc[nH]2)c(=O)c1C#N
76,CCc1c(C#N)c(SCC(=O)Nc2ccc(Cl)cc2)nc2c1C(=O)CC(C)(C)C2
70,COc1ccc2sc(N(CCCN3CCOCC3)C(=O)c3ccnn3C)nc2c1
83,COc1cc(Cn2nc(-c3ccco3)c3sc(N4CCCC4)nc3c2=O)cc(OC)c1
54,Cc1c(S(=O)(=O)CCNC(=O)NCc2ccc(Cl)cc2)c2ccccc2n1Cc1ccccc1
66,NC(=O)C1Cc2ccccc2N1C(=O)C1CC1 (stereo not drawn)
66,O=c1ccc(-c2ccncc2)nn1CCNS(=O)(=O)c1cccs1
76,CSc1cccc(NC(=O)C(=O)NCC2CCN(C(C)C)CC2)c1
59,CCOC(=O)c1nnn(-c2ccccc2OC)c1C(=O)OCC

Next records.
RMI-FANCM inh,canonical_smiles
61,Cc1cc(C)c2sc(N3CCN(C(=O)Cc4ccc(F)cc4)CC3)nc2c1
62,O=c1c2nc(N3CCCCC3)sc2c(-c2cccs2)nn1CCc1ccccc1
67,O=C(NNc1cc(Cl)ccc1Cl)c1cc2ccccc2s1
66,Cc1noc(C)c1S(=O)(=O)Nc1cccc(-c2csc3nc(C)c(C)c(=O)n23)c1
55,O=C(Oc1c(CN2CCOCC2)cc(Cl)c2cccnc12)c1cccc([N+](=O)[O-])c1
57,C#CCSc1nc(-c2cccs2)cc(C(F)(F)F)c1C#N
52,O=c1nc(SCc2ccccn2)c2c([nH]1)CCCC2
59,COc1cc(C(=O)NCCCS(=O)(=O)N2CCN(c3ccccn3)CC2)cc(OC)c1OC
68,O=C(COc1ccc(Cl)cc1)Nc1ccc2c(c1)CN(C(=O)c1ccco1)CC2
64,COC(=O)c1ccc2c(=O)n(CC(=O)NC3CCCC3)c(=S)[nH]c2c1
71,COc1ccc(CCC(=O)Nc2c(C)nc3ccc(C)cn3c2=O)cc1
63,COc1ccc(NC(=O)CN2CCC(C(=O)Nc3ccc4c(c3)OCCO4)CC2)c(OC)c1
62,CC(=O)Nc1cccc(NC(=O)CSc2nc(CC(=O)Nc3ccc(F)c(Cl)c3)cs2)c1
61,Cc1cc(=O)[nH]c(-n2ncc(C(=O)Nc3nnc(C)s3)c2C)n1
83,CCn1c(=O)c(C(=O)Nc2cc(Cl)ccc2Cl)cc2cccnc21
62,CN(C)CCN1C(=O)C(=O)C(=C(O)c2ccc3c(c2)OCCO3)C1c1ccco1 (stereo not drawn)
55,CCOc1ccc(CC2SC(N)=NC2=O)cc1 (stereo not drawn)
78,CCn1nc(C)cc1C(=O)N(CCCN(C)C)c1nc2c(C)c(C)ccc2s1
69,O=C(CSc1nc2scc(-c3ccc(F)cc3)c2c(=O)n1-c1ccccc1)Nc1nc(-c2ccccc2)ns1
63,Brc1cccc(-c2nc3ccccc3n2CCOc2ccccc2)c1

Brought forward from above: 5 compounds, followed by the next part.
RMI-FANCM inh,canonical_smiles
62,CN(C)CCN1C(=O)C(=O)C(=C(O)c2ccc3c(c2)OCCO3)C1c1ccco1 (stereo not drawn)
55,CCOc1ccc(CC2SC(N)=NC2=O)cc1 (stereo not drawn)
78,CCn1nc(C)cc1C(=O)N(CCCN(C)C)c1nc2c(C)c(C)ccc2s1
69,O=C(CSc1nc2scc(-c3ccc(F)cc3)c2c(=O)n1-c1ccccc1)Nc1nc(-c2ccccc2)ns1
63,Brc1cccc(-c2nc3ccccc3n2CCOc2ccccc2)c1
62,Cc1c(-c2ccccc2)nc2ccccc2c1C(=O)OCC(=O)c1cccs1
68,CC(C)CS(=O)(=O)Nc1ccc2c(c1)OCC(C)(C)C(=O)N2
62,N[C@H](CSCc1ccccc1)C(=O)Nc1ccc([N+](=O)[O-])cc1
58,CCCCC/C=N\NC(=O)Cc1ccc([N+](=O)[O-])cc1
61,O=C(Nc1cccnc1Sc1nc2cccnc2s1)c1ccc(F)cc1
66,Clc1ccccc1Cn1ncc2c(NCC3CCCO3)ncnc21 (stereo not drawn)
54,CCS(=O)(=O)c1cccc(C(=O)Nc2sc3c(c2C#N)CCN(C(=O)OC)C3)c1
68,O=C(NCCOc1ccc2nnc(-c3ccccc3)n2n1)C(F)(F)F
60,O=[N+]([O-])c1ccc(Cl)c(S(=O)(=O)NCCOc2ccc(F)cc2)c1
56,O=C(O)c1nc[nH]c1C(=O)O

Arranged by the number under RMI-FANCM inh (ascending): 3 from the list above.
RMI-FANCM inh,canonical_smiles
58,CCCCC/C=N\NC(=O)Cc1ccc([N+](=O)[O-])cc1
62,N[C@H](CSCc1ccccc1)C(=O)Nc1ccc([N+](=O)[O-])cc1
68,O=C(NCCOc1ccc2nnc(-c3ccccc3)n2n1)C(F)(F)F

Copied from the list.
Entry for CC(C)CS(=O)(=O)Nc1ccc2c(c1)OCC(C)(C)C(=O)N2 under RMI-FANCM inh: 68
Entry for CCS(=O)(=O)c1cccc(C(=O)Nc2sc3c(c2C#N)CCN(C(=O)OC)C3)c1 under RMI-FANCM inh: 54
Entry for O=C(Nc1cccnc1Sc1nc2cccnc2s1)c1ccc(F)cc1 under RMI-FANCM inh: 61
Entry for Clc1ccccc1Cn1ncc2c(NCC3CCCO3)ncnc21 (stereo not drawn) under RMI-FANCM inh: 66
Entry for CCCCC/C=N\NC(=O)Cc1ccc([N+](=O)[O-])cc1 under RMI-FANCM inh: 58

(next part)
RMI-FANCM inh,canonical_smiles
48&86,COc1ccc(-c2ccc(N)[n+](CCCC(=O)O)n2)cc1
63,COc1coc(C(=O)NCCc2ccccc2)cc1=O
66,O=C(Cc1ccccc1)N(Cc1ccccn1)c1nc2c(F)cccc2s1
73,COc1cc(NC(=O)NCC(c2ccsc2)N2CCCC2)cc(OC)c1OC (stereo not drawn)

An excerpt; the hit share may differ from the screen's.
